Source: PubChem
MITF inh: inhibitors of human MITF | 0.91% of 650,000 active | AID 1259374 | O75030 | AlphaScreen MITF homodimerization, bead proximity signal | inhibition, % at 2.6 µM; in the data active = inhibition above about 50%;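 note: 0% = vehicle wells with protein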
GPR151 activ: activators of human GPR151 | PathHunter beta-arrestin GPR151 cells, luminescence | 1% of 650,000 active | activation, % at 11.2 µM; in the data active = activation above about 4.9%;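 note: 0% = median of compound wells and 100% = cells with positive control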
Target sequence (Q8TDV0 whole entry, looked up): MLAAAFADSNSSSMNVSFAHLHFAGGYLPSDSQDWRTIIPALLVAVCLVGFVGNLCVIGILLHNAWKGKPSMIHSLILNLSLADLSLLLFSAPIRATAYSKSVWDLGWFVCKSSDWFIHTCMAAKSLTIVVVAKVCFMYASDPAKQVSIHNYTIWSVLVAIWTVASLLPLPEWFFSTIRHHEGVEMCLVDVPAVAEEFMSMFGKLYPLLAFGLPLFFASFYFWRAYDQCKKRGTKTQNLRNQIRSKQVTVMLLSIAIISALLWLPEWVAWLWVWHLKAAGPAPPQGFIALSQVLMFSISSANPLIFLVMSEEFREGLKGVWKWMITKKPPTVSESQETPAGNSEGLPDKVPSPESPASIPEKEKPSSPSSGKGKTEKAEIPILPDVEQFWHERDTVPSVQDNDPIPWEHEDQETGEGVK
FBW7 act: activators of human E3 ligase FBW7; Q969H0; AlphaScreen FBW7–phospho-cyclin E peptide binding, activator screen; normalized activity (activation), % at 26.1 µM; 0.13% of 650,000 active; in the data active = normalized activity above about 1.9%;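 note: purified mutant Fbw7 with reduced substrate affinity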
Target sequence (Q969H0 whole entry, looked up): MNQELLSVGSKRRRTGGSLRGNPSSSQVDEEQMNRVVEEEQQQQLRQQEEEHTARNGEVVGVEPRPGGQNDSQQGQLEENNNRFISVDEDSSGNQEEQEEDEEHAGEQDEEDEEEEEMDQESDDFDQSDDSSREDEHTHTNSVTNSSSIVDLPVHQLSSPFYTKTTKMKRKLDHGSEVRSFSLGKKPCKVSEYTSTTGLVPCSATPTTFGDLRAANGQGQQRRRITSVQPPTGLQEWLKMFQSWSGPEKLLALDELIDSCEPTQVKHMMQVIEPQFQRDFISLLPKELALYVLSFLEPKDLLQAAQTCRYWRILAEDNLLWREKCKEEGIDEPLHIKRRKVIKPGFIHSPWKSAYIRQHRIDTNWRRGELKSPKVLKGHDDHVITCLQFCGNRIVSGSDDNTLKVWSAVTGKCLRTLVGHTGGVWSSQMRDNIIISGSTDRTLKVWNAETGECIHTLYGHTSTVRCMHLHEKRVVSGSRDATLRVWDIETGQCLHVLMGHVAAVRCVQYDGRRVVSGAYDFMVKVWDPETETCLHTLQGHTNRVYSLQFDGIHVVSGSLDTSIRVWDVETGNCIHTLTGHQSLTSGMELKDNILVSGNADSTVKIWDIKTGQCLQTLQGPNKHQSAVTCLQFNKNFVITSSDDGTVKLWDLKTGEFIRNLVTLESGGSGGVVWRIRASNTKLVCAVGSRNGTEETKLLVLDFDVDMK
TEAD-YAP inh: TEAD-YAP interaction inhibition. 1.4% of 640,000 active. inhibition, % at 9.12 µM. HEK-TIYL cells, TEAD-Gal4/YAP UAS-luciferase luminescence. AID 1259422; in the data active = inhibition above about 32%;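 note: 0% = median of test compound wells and 100% = reference inhibitor wells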
An asterisk follows results filed as active; / = no result given; & = joins results of further samples.

SMILES	MITF inh	GPR151 activ	FBW7 act	TEAD-YAP inh
O=C1C(=O)N(CCO)C(c2ccccc2)/C1=C(/O)c1ccc(Br)cc1 (stereo not drawn)	-9	2.2	0.0	-9
CCCCc1ccc(C(=O)N/C(=C\c2ccc(C)cc2)C(=O)Nc2ccc([N+](=O)[O-])cc2)cc1	9	4.4	-0.1	2
COC(=O)c1ccc(CSC(=N)N)cc1	-5	-2.4	-0.1	10
O=C(CN1CCC(n2nnc3ccccc32)CC1)Nc1ccccc1[N+](=O)[O-]	7	-0.1	-0.1	3
O=C1CCC(CCC(=O)N2CCC3(C=Cc4ccccc43)CC2)(Cc2ccco2)N1 (stereo not drawn)	7	0.6	0.0	-33
COc1ccc(NC(=O)c2ccc3c(=O)n(CCc4ccccc4)c(SCC(=O)c4ccccc4)nc3c2)cc1OC	-2	-0.9	0.0	-8
Cc1ccc(NC(=O)c2c(-c3ccccc3)noc2C)c([N+](=O)[O-])c1	16	1.5	-0.7	11
O=C(CN1C(=O)C2C3C=CC(C3)C2C1=O)Nc1ccc(Cl)cc1 (stereo not drawn)	2	-1.5	-0.1	1
CC(C)CNC(=O)C(C)N(c1ccccc1)S(C)(=O)=O (stereo not drawn)	10	1.9	0.3	5
OCCC1CN(Cc2cnc(-c3cccc4ccccc34)nc2)CCN1Cc1ccccc1 (stereo not drawn)	11	1.7	0.5	-6
Cc1ccc(NC(=O)CCN(C)Cc2ccccc2)cc1	11	-0.9	0.0	-2
O=C(COC(=O)c1ccc(S(=O)(=O)N2CCCCC2)cc1)c1ccccc1	0	-0.3	-0.1	1
CC(NC(=O)c1ccccc1)c1nnc(SCC(=O)c2ccccc2)n1C (stereo not drawn)	6	-0.1	0.2	9
O=C(NCCO)C1CC(=O)N(c2ccccc2)C1 (stereo not drawn)	14	0.2	-0.2	2
CCCCOC(=O)c1ccc2c(c1)C(=O)N(c1cccc(N)c1)C2=O	0	1.4	0.0	-7
Cc1cc(Br)ccc1Nc1ncnc2c1nnn2C	4	0.6	-0.1	-23
CCOc1ccc(C(=O)NC(=S)Nc2cccnc2)cc1[N+](=O)[O-]	-7	0.2	0.0	27
CCCCNC(=O)c1cccnc1SCC(=O)Nc1ccc(Br)cc1	-3	1.0	-0.1	-5
Cc1noc(C)c1S(=O)(=O)Nc1nccnc1N1CCN(C(=O)c2cccn2C)CC1	-19	-0.2	-0.5	1
CC(=O)Nc1ccc(NC(=O)c2ccc3nc(N4CCOCC4)sc3c2)cc1	-10&10	-1.0&1.5	-0.2&0.2	-4&8
NC(CC(=O)O)c1ccc(F)cc1 (stereo not drawn)	-3	-1.1	-0.1	-1
Cc1nc(N2CCN(c3ccccc3)CC2)c2c3c(sc2n1)CCC3	-9	-1.3	0.0	5
Cc1cc(Nc2cnc3ccccc3n2)n(-c2ccccc2)n1	7	-1.8	0.8	12
COc1ccc(Cn2cc(F)c(=O)n(C)c2=O)cc1[N+](=O)[O-]	-20	0.8	0.0	2
O=C(Cc1c[nH]c2ccccc12)Nc1ccc2c(c1)CCC2	3	0.6	0.0	-10
CC(=O)c1cccc(NC(=O)CCc2c(C)nc3cc(-c4ccccc4)nn3c2C)c1	7	0.0	-0.1	16
CCOc1ccc(S(=O)(=O)Nc2ccccc2C(=O)Nc2ccc3c(c2)OCO3)cc1	-11	-1.8	0.2	0
COc1ccc(/C=N/OC(=O)c2ccccc2)c(OC)c1	-2	-0.1	0.0	1
O=C(CCOc1ccccc1)Nc1ccnn1C1CCN(CC2CC=CCC2)CC1 (stereo not drawn)	-12	-1.1	-0.1	3
Cn1c2ccc(F)cc2c2nnc(SCCN3CCOCC3)nc21	5	0.3	0.1	-2
CCOC(=O)C1=C(C)N=c2s/c(=C\c3ccc(N(C)C)c(Br)c3)c(=O)n2C1c1ccc2c(c1)OCO2 (stereo not drawn)	-7	0.3	-0.1	-5
Cc1ccc(CNC(=O)c2ccc(Cn3c(C)nc4ccccc43)o2)cc1	-2	1.3	0.3	-3
C=CCNC(=O)/C(C#N)=C/c1c(Oc2ccc(C)cc2)nc2c(C)cccn2c1=O	-2	0.8	-0.1	4
O=C(NCCCN1CCCC1=O)c1cccc(-c2cccs2)c1	25	0.7	-0.1	-30
O=C(CCOc1ccccc1)NNC(=S)NCc1ccccc1	11	1.2	0.6	-4
CCOc1ccc(NC(=O)CCCCCN2C(=O)c3ccccc3C2=O)cc1	-8	0.7	-0.1	4
O=C(NCC1CCCO1)C(=O)Nc1ccc(OCc2ccccc2)cc1 (stereo not drawn)	-12	0.4	-0.2	-9
Cc1ccccc1N(CC(=O)Nc1cccnc1)S(=O)(=O)c1ccc(Cl)cc1	5	1.1	-0.1	-14
CCn1c(=O)c2ccccc2n2c(SCC(=O)c3ccccc3F)nnc12	17	0.9	0.1	12
O=C1/C(=C/c2ccccc2F)N=C(c2ccc(Br)cc2)N1c1ccc(F)cc1	0	-0.1	-0.1	8

Retrieved by structure from the entries so far (5):
SMILES	MITF inh	GPR151 activ	FBW7 act	TEAD-YAP inh
O=C1/C(=C/c2ccccc2F)N=C(c2ccc(Br)cc2)N1c1ccc(F)cc1	0	-0.1	-0.1	8
Cc1ccc(CNC(=O)c2ccc(Cn3c(C)nc4ccccc43)o2)cc1	-2	1.3	0.3	-3
O=C(NCCCN1CCCC1=O)c1cccc(-c2cccs2)c1	25	0.7	-0.1	-30
O=C(CCOc1ccccc1)NNC(=S)NCc1ccccc1	11	1.2	0.6	-4
C=CCNC(=O)/C(C#N)=C/c1c(Oc2ccc(C)cc2)nc2c(C)cccn2c1=O	-2	0.8	-0.1	4

Continuation:
SMILES	MITF inh	GPR151 activ	FBW7 act	TEAD-YAP inh
COc1ccc(C2(C(N)=O)CCCCC2)cc1OC	2	-0.6	0.6	3
Cc1ccc(C)c(CN2CCN3C(=O)[C@H](Cc4ccccc4)NC(=O)[C@H]3C2)c1	25	-0.8	-0.1	2
Cc1ccccc1C(=O)NS(=O)(=O)c1ccccc1	-1	0.2	0.7	-2
C=C(C)Cn1c(=O)c2c(nc3n2CCCN3c2cccc(Cl)c2)n(C)c1=O	2	3.1	0.1	1
NS(=O)(=O)c1ccc(NC(=S)Nc2ccc(S(=O)(=O)N3CCCC3)cc2)cc1	5	-1.2	0.0	-1
O=C(N/N=C/c1ccccc1C(=O)O)c1cc(-c2ccc3ccccc3c2)n[nH]1	6	-1.4	0.0	-18
CCOC(=O)N1CCN(C(=O)c2ccc3c(=O)n(-c4cc(OC)ccc4OC)c(=S)[nH]c3c2)CC1	14	-1.1	0.0	10
O=C(Cn1c(SCC(=O)N2CCCCC2)nc2ccccc21)NC1CCCC1	-4	0.1	-0.1	5
CCOC(=O)c1ccc(NC(=S)NNC(=O)CCC(=O)Nc2ccccc2Cl)cc1	12	0.8	0.3	-8
Cc1cccc(NC(c2ccc(F)cc2)c2ccc3cccnc3c2O)n1 (stereo not drawn)	26	-1.7	-0.3	86*
CCOc1ccc(N2C(=O)CSC2c2ccc([N+](=O)[O-])cc2)cc1 (stereo not drawn)	-16	-0.7	0.0	-16
COc1ccc(OCCC(=O)N2CCCC2)cc1	6	1.6	-0.1	-22
CC(C)N(C)C1CCN(S(=O)(=O)c2ccc([N+](=O)[O-])cc2)CC1	7	0.0	0.0	2
CCOc1cc(C(=O)NCc2ccc(OC)cc2)cc(OCC)c1OCC	-5	-0.7	0.0	-4
CS(=O)(=O)N1CCCC(C(=O)Nc2ccc(F)cc2)C1 (stereo not drawn)	14	0.6	-0.1	5
O=C(Nc1ccccc1Br)N1CCN(c2ccccn2)CC1	3	0.6	0.0	-10
Cc1ccc(C2CC(C(F)(F)F)n3nc(C(=O)NCC(C)C)c(Cl)c3N2)cc1 (stereo not drawn)	-12	1.8	-0.1	17
O=C(CCCCC(=O)N/N=C/c1ccc(O)cc1)N/N=C/c1ccc(O)cc1	-24	0.2	0.3	5
CC(C)CCNCC(O)Cn1nnnc1-c1ccccc1 (stereo not drawn)	-5	-0.1	-0.1	9
C=CCOC(=O)C1=C(C)Nc2[nH]c(=O)[nH]c(=O)c2C1c1ccc(F)cc1 (stereo not drawn)	25	-0.6	-0.1	0

Laid out differently: entries from further up
Results follow in this order: MITF inh, GPR151 activ, FBW7 act, TEAD-YAP inh
CCOc1cc(C(=O)NCc2ccc(OC)cc2)cc(OCC)c1OCC
    -5, -0.7, 0.0, -4
O=C(CCCCC(=O)N/N=C/c1ccc(O)cc1)N/N=C/c1ccc(O)cc1
    -24, 0.2, 0.3, 5

Going on with the list.
SMILES	MITF inh	GPR151 activ	FBW7 act	TEAD-YAP inh
COC(=O)/C=C1\S/C(=N\N=C\c2ccccc2)NC1=O	9	1.4	-0.1	7
Cc1c(Cl)cccc1Nc1nc(-c2cccs2)cs1	7	-0.7	0.0	-19
O=C(COc1coc(CN2CCN(c3ccc(F)cc3)CC2)cc1=O)c1ccccc1	-10	-0.3	0.0	-4
Fc1ccccc1CSc1nnc2c(n1)[nH]c1ccccc12	-18	-0.1	0.1	-13
COc1ccc(C2=NC(c3ccc(F)cc3)NC(c3ccccc3O)C2)cc1 (stereo not drawn)	13	-1.7	0.2	-74
CC(C)(C)n1cnc2cc(N=Cc3ccccc3O)ccc21	6	-1.2	-0.1	8
COc1ccccc1-n1nc(C(=O)Nc2ccc(Oc3ccccc3)cc2)c2ccccc2c1=O	8	0.2	0.1	-2
CCC1S/C(=N/N=C(\C)c2ccc(Br)cc2)NC1=O (stereo not drawn)	-6	1.3	-0.1	10
COc1cccc(NC(=O)C2C3C=CC4(O3)C2C(=O)N(Cc2ccc(C)cc2)C4C(=O)NC2CCCCC2C)c1 (stereo not drawn)	4	0.1	-0.1	-14
O=C(c1n[nH]c(=O)c2ccccc12)N1CCC(Cc2ccccc2)CC1	1	-1.1	0.0	2
C/C(Cc1ccccc1)=N\NC(=O)c1nc2nc(C)cc(C)n2n1	8	1.1	0.0	-7
C/C(=N\Nc1ccc(S(N)(=O)=O)cc1[N+](=O)[O-])c1ccccc1Cl	7	1.4	-0.2	9
Cc1cc2c(cc1C)NC(CC(=O)Nc1ccccc1F)C(=O)N2 (stereo not drawn)	0	2.1	-0.1	-4
O=[N+]([O-])c1ccc(/C=C/c2nn3c(Cn4cnc5ccccc54)nnc3s2)cc1	11	-1.1	-0.1	21
CC(C)C(=O)NCCS(=O)(=O)N1CCc2ccccc2C1	-10	-0.9	0.0	4
Cn1c(O)c(N=Nc2nc3c(c(=O)[nH]c(=O)n3C)n2CC(O)CO)c(=O)n(C)c1=O (stereo not drawn)	9	-0.3	-0.2	-6
O=C(Nc1ccc(Cl)cc1)C1CC(c2ccccc2O)=NO1 (stereo not drawn)	-4	5.5*	-0.1	-11
Cc1ccccc1Nc1nc2ccccc2n2c(C)nnc12	-8	2.8	0.1	-2
CCn1ncn2c(=O)c3c4c(sc3nc12)COC(C)(C)C4	-10	-1.0	-0.2	-5
CCOC(=O)c1c(NC(=O)CSc2nnc(CNC(=O)c3cccc(OC)c3)n2-c2ccc(OCC)cc2)sc2c1CCC2	-8	-0.1	-0.1	-3

Single records, as listed above:
CC(C)C(=O)NCCS(=O)(=O)N1CCc2ccccc2C1 across the screens: MITF inh: -10; GPR151 activ: -0.9; FBW7 act: 0.0; TEAD-YAP inh: 4
CCn1ncn2c(=O)c3c4c(sc3nc12)COC(C)(C)C4 across the screens: MITF inh: -10; GPR151 activ: -1.0; FBW7 act: -0.2; TEAD-YAP inh: -5
C/C(=N\Nc1ccc(S(N)(=O)=O)cc1[N+](=O)[O-])c1ccccc1Cl across the screens: MITF inh: 7; GPR151 activ: 1.4; FBW7 act: -0.2; TEAD-YAP inh: 9

(further entries)
SMILES	MITF inh	GPR151 activ	FBW7 act	TEAD-YAP inh
COC(=O)c1ccccc1NC(=O)CN(C)S(=O)(=O)c1ccc2ccccc2c1	16	-1.0	0.1	1
COCCCNc1nc(CN2CCN(C=O)CC2)nc2ccc(C)cc12	-20	0.0	-0.2	-4
COc1ccc2c(CNCCCc3ccccc3)c(C(=O)O)n(Cc3ccc(F)cc3)c2c1	-2	2.5	0.0	3
CN1CCN(CC(=O)N2c3ccccc3C(=O)Nc3cccnc32)CC1	-2&0&8&15	2.5&-0.4&4.0&-2.5	0.2&0.0&0.0&0.3	-6&16
CCCCC[C@](C)(O)/C=C/[C@@H]1[C@@H](C/C=C\CCCC(=O)O)[C@@H](O)C[C@H]1O	7	0.9	/	/
Cc1[nH]nc(-c2ccc(O)cc2O)c1-c1ccccc1	1	0.6	-0.2	22
CCCCOc1ccc(N2C(=O)CC(N3CCN(C)CC3)C2=O)cc1 (stereo not drawn)	10	-0.2	0.1	-4
COc1cccc(-n2c(O)c(/C=C3\C=Nc4ccccc43)c(=O)[nH]c2=S)c1	2	0.5	-0.4	0
Cc1ccccc1CN(CC(=O)N1CCCC1)S(=O)(=O)c1ccc(Cl)cc1	6	-0.6	0.3	2
c1ccc(Oc2ccc(Nc3ncnc4sc5c(c34)CCCC5)cc2)cc1	11	-0.2	0.3	7
Cc1cc(Br)ccc1OCC(=O)NCc1ccccc1	9	-0.9	0.0	-27
COc1ccccc1-c1cc(C)nc(N)c1C#N	0	0.6	0.0	-8
FC(F)(F)c1cccc(CNc2cc(NCc3ccc4c(c3)OCO4)ncn2)c1	-1	-0.1	-0.2	9
CCN1CCN(C(c2cccs2)c2sc3ncnn3c2O)CC1 (stereo not drawn)	12	-2.1	0.1	7
OC(COc1ccccc1)CN1C2=NCCN2c2ccccc21 (stereo not drawn)	-8	-0.3	-0.2	-2
O=C1C(=O)N(Cc2cccnc2)C(c2cccc(Br)c2)/C1=C(/O)c1ccc(F)cc1 (stereo not drawn)	9	1.4	0.2	-11
N#Cc1ccc(Cl)cc1NC(=O)COC(=O)CN1C(=O)c2ccccc2C1=O	23	0.4	0.1	9
CCOC(=O)C(=O)Nc1ccccc1OCC	-10	-0.2	-0.1	-8
Cc1ccccc1-n1c(C)c(C)n2c3c(=O)n(CC(C)C)c(=O)n(C)c3nc12	-9	1.4	-0.1	15
